Screening data as filed in PubChem.
eIF4E 4G PPI – eIF4E/eIF4G interaction inhibition in translation initiation; P63073+Q04637; TR-FRET eIF4E-eIF4GI(517-606) binding, 2 h; inhibition, % at 21.7 µM; 220,000 tested, 0.37% active; AID 782;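 active = inhibition above about 30%, limit read from the data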;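 note: 0% = full FRET control wells and 100% = background wells lacking eIF4GI fragment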
Mdm2 ligase inh – Mdm2 E3 ligase (human) inhibition | Q00987 | cell-based MDM2 ubiquitination luciferase reporter, 2 h; 0 = plate control, 100 = twice control, blank-subtracted | signal enhancement, % at 5 µM | 210,000 tested, 0.11% active;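 active = signal enhancement of 30% or more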;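 note: luminescence tracks abundance of the self-degrading MDM2-luciferase fusion protein; higher signal means inhibition of MDM2 E3 ligase activity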
Target sequence (Q00987 whole entry, looked up, the tested form may be a part): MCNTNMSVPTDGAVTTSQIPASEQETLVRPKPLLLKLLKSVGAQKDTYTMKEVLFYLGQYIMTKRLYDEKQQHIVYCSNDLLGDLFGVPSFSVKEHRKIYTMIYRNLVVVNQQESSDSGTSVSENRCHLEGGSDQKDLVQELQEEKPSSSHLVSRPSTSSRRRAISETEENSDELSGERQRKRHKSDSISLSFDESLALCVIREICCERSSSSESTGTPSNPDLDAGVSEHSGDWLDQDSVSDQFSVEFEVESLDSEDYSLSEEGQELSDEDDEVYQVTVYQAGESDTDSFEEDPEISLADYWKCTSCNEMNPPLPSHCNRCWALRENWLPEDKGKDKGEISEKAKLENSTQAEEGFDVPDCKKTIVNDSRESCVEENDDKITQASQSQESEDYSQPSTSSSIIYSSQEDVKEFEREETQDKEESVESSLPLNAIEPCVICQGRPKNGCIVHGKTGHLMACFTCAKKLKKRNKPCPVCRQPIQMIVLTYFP
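Material: Stable MDM2–luciferase fusion reporter cells | Amount: 2000 cells seeded into each well | Dosing: One concentration, 5 µM, with 0.2% DMSO | Incubation: 4 h cell settling then 2 h compound exposure, 37 °C | Measured by: Luciferase luminescence | Read-out basis: % enhancement relative to plate controls after blank subtraction | Benchmarks: Control and blank well means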
PERK inhibitor – inhibitors of human PERK kinase | Q9NZJ5 | CHO PERK-DD fusion, SEAP luminescence translation reporter | 220,000 tested, 0.17% active | inhibition, % at 5.6 µM | AID 1416;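 active = inhibition above the mean inhibition of all tested compounds plus 3 SD, set separately per screening campaign, cut at about 2.9% in these data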;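 note: PERK kinase domain activated by AP20187 dimerizer at 100 nM; 0% = DMSO with dimerizer and 100% = rapamycin at 8.4 µM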
KCC2 mod – modulates chloride dependent transport by human KCC2; B-score of Tl+ flux slope (higher = more flux/activation; lower = inhibition) at 10 µM; 190,000 tested, 2.2% active; KCC2 cells, thallium flux FluoZin-2 fluorescence; Q9H2X9;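 active = thallium flux slope and its plate-corrected score both differing from the plate sample mean at a set confidence after two filtering rounds, in either direction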;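 note: slope of fluorescence scaled to starting intensity during 10 to 20 s after thallium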
TNF death inh – TNF-alpha cell death inhibition in Jurkat FADD-/- cells; Jurkat FADD-/- TNF necroptosis rescue, ATP luminescence, 24 h; 0 = TNF only, 100 = no-TNF cells; activation (protection from cell death), % at 10 µM; 220,000 tested, 0.068% active;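 active = activation, meaning protection from cell death, of at least 50% relative to plate controls; inactive = activation below 50%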;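 note: necroptosis triggered by 40 ng/mL TNF-alpha added together with compound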
zVAD death inh – blocks zVAD induced death of L929 cells; 220,000 tested, 0.38% active; L929 zVAD necroptosis rescue, ATP luminescence, 24 h; with zVAD 60 µM; viability rescue, % at 10 µM; AID 1377;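 active = activation, scaled between plate controls, above about 75%, limit read from the data; inactive = activation under that limit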;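 note: 0% = zVAD with DMSO and 100% = DMSO alone without zVAD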
Rad51 HR inh – Rad51 (human) homologous recombination inhibition | Q06609 | hRad51 DNA strand exchange, fluorescence dequenching | inhibition, % at 10 µM | 200,000 tested, 0.085% active | AID 1385;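 active = inhibition above 40% at the single screening dose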;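 note: 0% = DMSO control wells and 100% = blanks with heterologous ssDNA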
Target sequence (Q06609 whole entry, looked up): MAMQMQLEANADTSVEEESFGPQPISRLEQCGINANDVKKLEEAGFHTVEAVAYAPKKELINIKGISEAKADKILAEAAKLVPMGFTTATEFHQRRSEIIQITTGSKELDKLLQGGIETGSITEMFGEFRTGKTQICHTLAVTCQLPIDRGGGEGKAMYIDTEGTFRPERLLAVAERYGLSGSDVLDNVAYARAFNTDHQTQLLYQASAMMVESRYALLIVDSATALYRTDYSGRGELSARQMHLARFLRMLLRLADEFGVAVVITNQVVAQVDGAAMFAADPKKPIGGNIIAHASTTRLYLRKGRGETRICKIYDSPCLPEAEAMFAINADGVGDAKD
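material = hRad51 filaments on single-stranded DNA | reagent = Donor/quencher-labelled 47-bp dsDNA substrate | compound = 10 µM final, single point | schedule = strand-exchange reaction 15 min at room temperature | measured by = fluorescein emission 520 nm, excitation 485 nm | read-out basis = % inhibition versus plate control and blank means | benchmarks = plate controls and plate blanks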
Calpain2 inh – blocks pig calpain II enzyme activity; purified calpain II, fluorogenic peptide substrate, 30 min; AID 1236; 220,000 tested, 0.37% active; inhibition, % at 16 µM;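 active = inhibition above about 50%, limit read from the data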
EBV gp42 inh – blocks Epstein-Barr virus glycoprotein 42 binding | Q1HVG2 | Fluorescence polarization binding assay, mP read-out | inhibition, % (tested at 21.74 µM) | 220,000 tested, 0.42% active; in the data active = inhibition above about 50%
Target sequence (Q1HVG2 whole entry, looked up): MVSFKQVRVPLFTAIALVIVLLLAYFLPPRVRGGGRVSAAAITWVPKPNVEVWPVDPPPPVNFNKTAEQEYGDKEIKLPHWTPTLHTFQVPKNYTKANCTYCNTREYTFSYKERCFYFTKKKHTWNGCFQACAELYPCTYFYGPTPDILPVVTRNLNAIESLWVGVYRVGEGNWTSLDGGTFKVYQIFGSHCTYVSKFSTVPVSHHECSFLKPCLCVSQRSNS
* hit, by the source's call; . = no result given; [ ] = dose if it differs, or a comment.

SMILES | eIF4E 4G PPI | Mdm2 ligase inh | PERK inhibitor | KCC2 mod | TNF death inh | zVAD death inh | Rad51 HR inh | Calpain2 inh | EBV gp42 inh
O=C(O)CCNc1nc(C(F)(F)F)nc2ccccc12 | 0 | -5 | 2.0 | 0.48 | 0.1 | 0.2 | -1 | 6 | -12
CCOC(=O)c1cc(-c2ccc(OC)cc2)nn1-c1ccc(C(=O)O)cc1 | 2 | -9 | 0.0 | 0.47 | -0.5 | 1.9 | 0 | 12 | -6
Cc1cc(C)c(NC(=O)Cn2c(=O)n(Cc3ccco3)c(=O)c3ccccc32)c(C)c1 | -37 | 13 | 0.3 | 1 | 1.1 | -0.2 | 14 | 27 | -19
NC(=O)Cc1ccc(C(=O)c2ccccc2)s1 | 2 | -17 | 0.9 | 0.088 | -0.4 | 1.5 | 4 | -19 | 3
CCn1c2ccccc2c2cc(NC(=O)COc3ccc(OC)cc3)ccc21 | -7 | 4 | 0.5 | -0.0075 | -0.9 | 1.1 | -8 | 23 | -11
Cc1cccc(OCC(=O)N/N=C/c2cn[nH]c2-c2ccc(Cl)c(Cl)c2)c1 | -11 | -6 | 0.0 | -0.006 | -8.4 | 0.8 | . | -23 | -17
CCOC(=O)c1cc(NC(=O)Nc2ccccn2)c(C)nc1C | 4 | -6 | 0.1 | -0.84 | 0.6 | 7.8 | 3 | 23 | -4
CCOC(=O)Cn1cc(-c2ccccc2)nn1 | 4[fluorescence artefact?] | -12 | 0.8 | -0.015 | 2.0 | 0.8 | 9 | -4 | -11
O=C(N/N=C/C=C/c1ccco1)c1ccncc1 | 7 | -6 | 1.6 | 0.35 | 7.4 | 0.5 | . | 31 | -21
Cn1c(=O)[nH]c(=O)c2c1nc(N1CCCCC1)n2CCCSc1nnnn1-c1ccccc1 | 0[fluorescence artefact?] | -12 | -1.4 | 0.68 | -4.1 | -1.2 | -3 | 18 | 4
O=C(c1cnsn1)N1CCC(CO)(Cc2ccc(Cl)cc2)CC1 | 2 | 11 | 0.2 | 1.1 | 0.8 | -0.3 | 30 | -2 | 0
Cc1sc2ccccc2[n+]1CCC(C)S(=O)(=O)[O-] (configuration not stated) | 0 | 6 | 0.8 | 1.7 | -1.7 | 0.0 | -1 | 1 | -20
COc1ccc(OC)c2sc(N3CCCCC3)nc12 | -11 | 1 | 0.3 | . | -0.9 | 1.4 | -5 | -46 | -7
Cc1cccc(N2C(=O)CC(Sc3ccccc3C(=O)O)C2=O)c1 (configuration not stated) | 4[fluorescence artefact?] | -11 | 0.7 | -0.082 | 0.2 | -0.1 | -7 | -8 | -3
COc1cccc(NC(=O)CNC(=O)c2ccccc2)c1 | -2[fluorescence artefact?] | 3 | -0.5 | -0.18 | 0.7 | 0.5 | -3 | -32 | -4
COc1ccc(CCNC(=O)CN2CCCc3ccccc32)cc1OC | 19 | -25 | -1.0 | . | 0.1 | -0.2 | 4 | 14 | 12
O=C(Nc1nccs1)C1(S(=O)(=O)c2ccc(Cl)cc2)CC1 | -2[fluorescence artefact?] | -18 | -0.5 | 0.73 | -0.2 | 0.2 | . | -28 | 4
O=C(NC1CCCCC1)C(c1cccnc1)N(CCc1ccccc1)C(=O)Cc1cccs1 (configuration not stated) | 2[fluorescence artefact?] | -4 | 0.2 | 0.21 | 1.4 | 0.9 | . | 11 | -2
CC(C)NC(=O)[C@@H]1C[C@@]1(C)[C@@H](NC(=O)OCc1ccccc1)c1ccccc1 | -2 | . | -0.8 | -0.91 | 1.6 | 0.3 | -6 | 8 | -3
Cc1ccc(-n2c(SCC(N)=O)nc3c([nH]c4ccccc43)c2=O)cc1 | 3 | -8 | 0.2 | 0.1 | -0.9 | 13 | 7 | 20 | -16
O=C1NC[C@H](Cc2ccccc2)N(CC2CCCCC2)C1=O | -7 | 4 | . | 0.12 | 1.6 | 0.2 | -6 | -7 | -19
C=CCNC(=S)N/N=C/c1ccc(C(F)(F)F)cc1 | 0 | -34 | 0.5 | 3.5* | -2.3 | 0.5 | 4 | 25 | -2
COc1ccccc1N(C)S(=O)(=O)c1ccc(C(=O)NC2=NCCS2)cc1 | 3 | 0 | -1.2 | 0.41 | -1.0 | -0.4 | -6 | -8 | -14
Cn1cc(CN2CCCC(C(=O)c3cccs3)C2)c(-c2cccc(Cl)c2)n1 (configuration not stated) | -1 | 4 | -0.9 | -0.43 | 2.2 | 4.6 | 3 | -32 | -13
COc1ccc(-n2ncc(Cl)c(Cl)c2=O)cc1 | 0 | -8 | 0.3 | -0.41 | -15 | 43 | 1 | -2 | -3
CC(=O)C1=C(O)C(=O)N(c2cccc(C(=O)O)c2)C1c1ccccc1F (configuration not stated) | -4 | -9 | 0.7 | 0.086 | 1.4 | -0.1 | -1 | 1 | -2
S=C(Nc1ccccc1)NC1CCN(Cc2ccccc2)CC1 | 4 | 0 | 0.0 | -1 | -0.1 | -1.0 | -2 | -22 | -15
CCCCCn1c(CN2CC(C)OC(C)C2)nc2c1c(=O)n(C)c(=O)n2C (configuration not stated) | . | . | -0.8 | -0.58 | 1.3 | -0.3 | -6 | . | .
Nc1cc(=O)[nH]c(=O)n1-c1cccc(F)c1 | 1 | 1 | 1.3 | 0.5 | 0.8 | 8.1 | -1 | -24 | 0
NC(=O)/C=C\C(=O)Nc1cccc(C(F)(F)F)c1 | 6 | -4 | 0.6 | . | -6.3 | 0.0 | 4 | 12 | -2
CN(C)c1ccc(NC(=S)NC(=O)/C=C/c2ccc(Cl)cc2)cc1 | -14 | 4 | -0.8 | . | -2.2 | 0.4 | 18 | -14 | -16
CCOC(=O)NC1(C(F)(F)F)N=C(c2ccccc2)NC1=O (configuration not stated) | -7 | 4 | 0.0 | 0.12 | -0.5 | 0.1 | -2 | -3 | -9
COCCCNC(=O)CCSc1ccc(C)cc1 | -11 | -1 | 0.8 | 0.49 | 0.5 | -0.1 | . | 17 | 7
CCN1C/C(=C/c2cccc([N+](=O)[O-])c2)C(=O)/C(=C/c2cccc([N+](=O)[O-])c2)C1 | 0[fluorescence artefact?] | 14 | -0.2 | 0.58 | -28 | 5.5 | . | -78 | -14
CSc1nc2ccc(S(=O)(=O)N(C)C)cc2s1 | 0[fluorescence artefact?] | 6 | -0.7 | . | -0.1 | 0.0 | 0 | -4 | -21
CN(C)c1c(F)cc(C(=O)NCc2ccccc2)cc1F | 2 | -10 | 0.6 | . | 2.8 | 0.9 | 14 | 4 | -14
Cc1ccc(C(=O)N/N=C2\CCCc3ccccc32)c(C)c1 | -2 | -9 | 0.1 | 0.26 | -1.5 | 5.0 | 16 | -14 | 6
CCn1nnc(-c2ccccc2NS(=O)(=O)c2ccc(S(=O)(=O)N3CCCCCC3)cc2)n1 | -2 | -28 | -0.3 | . | 2.8 | 0.4 | 0 | 40 | -24
O=C(CCCCn1c(=O)[nH]c2ccsc2c1=O)NCCc1ccccc1 | 0 | -15 | 2.0 | -0.48 | 1.9 | 7.0 | 2 | -24 | 11
O=c1nc2n(c3sc4c(c13)CCCC4)C(CBr)CS2 (configuration not stated) | 4[fluorescence artefact?] | -13 | -0.4 | 0.73 | -1.0 | 0.1 | -8 | -38 | -12

One compound at a time, from the list above. Screens in order: eIF4E 4G PPI	Mdm2 ligase inh	PERK inhibitor	KCC2 mod	TNF death inh	zVAD death inh	Rad51 HR inh	Calpain2 inh	EBV gp42 inh
`NC(=O)/C=C\C(=O)Nc1cccc(C(F)(F)F)c1` in the list: 6	-4	0.6	.	-6.3	0.0	4	12	-2
`CCn1c2ccccc2c2cc(NC(=O)COc3ccc(OC)cc3)ccc21` in the list: -7	4	0.5	-0.0075	-0.9	1.1	-8	23	-11

Carrying on:
SMILES | eIF4E 4G PPI | Mdm2 ligase inh | PERK inhibitor | KCC2 mod | TNF death inh | zVAD death inh | Rad51 HR inh | Calpain2 inh | EBV gp42 inh
FC(F)(F)c1cnc(NNC(=S)Nc2cccnc2)c(Cl)c1 | -1 | 1 | 0.5 | 0.79 | 0.9 | -0.1 | -15 | -2 | -19
Cc1ccccc1OCC(=O)Nc1ccccc1-c1ccccc1NC(=O)COc1ccccc1C | 0 | -1 | 1.0 | -0.55 | 2.7 | 0.6 | -51 | 17 | -17
O=C(COC(=O)Cc1cn2ccsc2n1)NCc1ccc2c(c1)OCO2 | 2 | -18 | 1.3 | . | -3.4 | -0.2 | -5 | -7 | -9
COc1ccccc1-c1nc(C#N)c(N2CCN(c3cccc(Cl)c3)CC2)o1 | -8 | -1 | 0.1 | . | -0.4 | -0.1 | 3 | -20 | -16
CCOC(=O)C1C(c2ccccc2)NC(=S)NC1(C)O (configuration not stated) | -2 | -5 | 1.4 | 0.16 | 0.0 | 0.5 | -4 | 25 | 0
Cc1onc(-c2ccccc2)c1C(=O)N/N=C/c1cc2c(cc1Cl)OCO2 | 20 | 6 | 0.6 | -0.09 | 2.3 | 0.2 | 15 | -2 | -15
CC(C(=O)NCC1CCCO1)n1cc([N+](=O)[O-])cn1 (configuration not stated) | 0 | -14 | 0.8 | 0.079 | -0.6 | 1.1 | -1 | -21 | -7
CC(C)=C1C2CCC1C(C(=O)NCc1ccccc1)C2C(=O)O (configuration not stated) | 1 | 8 | 1.5 | 0.23 | -2.6 | 0.3 | -4 | 4 | -9
Nc1c(CO)nnn1-c1ccccc1 | 6[fluorescence artefact?] | 1 | 0.7 | 0.61 | 0.7 | 0.2 | 13 | -13 | -12
Cn1c(CN2CCCCC2)nc2cc(NC(=O)c3ccc(F)cc3)ccc21 | 2 | -16 | -1.0 | 0.025 | -3.6 | 0.2 | -3 | -33 | -10
CCNc1ccc(S(=O)(=O)N(C)C)cc1NCC(=O)Nc1ccccc1F | 7 | 2 | -0.9 | 0.043 | -0.3 | 1.8 | -16 | -1 | -7
CCCC(O)(CCN(C)C)c1ccc(OC)cc1 (configuration not stated) | 2 | -7 | 0.0 | -0.89 | -1.2 | 0.0 | -9 | 9 | -14
Cc1cc[n+](CCC(=O)O)c2ccccc12 | -3 | -11 | -1.3 | . | -1.5 | 1.2 | -2 | 6 | -5

Entries listed so far with a thiophene ring, fused or not (five):
SMILES | eIF4E 4G PPI | Mdm2 ligase inh | PERK inhibitor | KCC2 mod | TNF death inh | zVAD death inh | Rad51 HR inh | Calpain2 inh | EBV gp42 inh
NC(=O)Cc1ccc(C(=O)c2ccccc2)s1 | 2 | -17 | 0.9 | 0.088 | -0.4 | 1.5 | 4 | -19 | 3
O=C(NC1CCCCC1)C(c1cccnc1)N(CCc1ccccc1)C(=O)Cc1cccs1 (configuration not stated) | 2[fluorescence artefact?] | -4 | 0.2 | 0.21 | 1.4 | 0.9 | . | 11 | -2
Cn1cc(CN2CCCC(C(=O)c3cccs3)C2)c(-c2cccc(Cl)c2)n1 (configuration not stated) | -1 | 4 | -0.9 | -0.43 | 2.2 | 4.6 | 3 | -32 | -13
O=C(CCCCn1c(=O)[nH]c2ccsc2c1=O)NCCc1ccccc1 | 0 | -15 | 2.0 | -0.48 | 1.9 | 7.0 | 2 | -24 | 11
O=c1nc2n(c3sc4c(c13)CCCC4)C(CBr)CS2 (configuration not stated) | 4[fluorescence artefact?] | -13 | -0.4 | 0.73 | -1.0 | 0.1 | -8 | -38 | -12
